APJ ag – agonists of human apelin receptor APJ, primary screen, CHO-K1 cells, PathHunter beta-arrestin, luminescence | 0% DMSO wells, 100% apelin | activation, % at 20 µM | 330,000 tested, 0.11% active | AID 2520, 2010;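 active = activation more than six SD over the plate average, tested at 20 µM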;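 also: 0% = DMSO alone and 100% = apelin-13 at 10 nM; some results filed as inactive read as strong as hits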
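Material: engineered CHO-K1 APJ arrestin reporter cells; amount: 1000 CHO-K1 reporter cells seeded per well; incubation: compound stimulation 90 min at 25 °C, detection 60 min; signal: luminescent beta-gal fragment complementation, chemiluminescent substrate; read-out basis: APJ agonist activity; controls: DMSO-only wells as negative, 10 nM Apelin-13 as positive control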
tim23-1 inh – growth inhibitors of tim23-1 mutant yeast, primary screen, luminescence, uHTS; S. cerevisiae tim23-1 growth, BacTiter-Glo luminescence, 24 h; inhibition, % at 20 µM; 330,000 tested, 1.3% active; AID 463212, 2010;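 active = growth inhibition of the mutant yeast at or above 50%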;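 also: temperature-sensitive mutant grown at 25 °C; plate controls were DMSO-treated mutant yeast for no effect and medium wells lacking yeast for full effect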
NLRP3 yeast inh – NALP3 inflammasome inhibitors in reconstituted yeast, primary screen, luminescence, uHTS | inhibition, % at 10 µM | 330,000 tested, 0.39% active | AID 2825, 2010 | Yeast reconstituted NLRP3/ASC/caspase-1, beta-gal luminescence, 24 h;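 active = inhibition of 50% or more; inactive = inhibition below 50%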;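 also: plate controls were induced DMSO wells for no effect and uninduced yeast grown without galactose for full effect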
UPR XBP1 act – activators of adaptive XBP1 UPR arm, primary screen, cell-based, CHO-XBP1 luciferase reporter, luminescence, uHTS | activation, % at 20 µM | 330,000 tested, 0.33% active | IRE1-XBP1 UPR activation; percent of tunicamycin response, DMSO as zero;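 active = versus positive control, 20 µM dose yields 30% or more activation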;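 also: 100% = tunicamycin at 10 µg/mL and 0% = DMSO only wells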
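Material: CHO cell line with stable XBP1 luciferase reporter; buffer or medium: F12 medium containing 10% fetal bovine serum; compound: single point, 20 µM final compound, 1% DMSO; incubation: 6 h treatment, 37 °C; measured by: glow luminescence from Steady-Glo reagent; evaluation: activation, % of tunicamycin; control set: tunicamycin high, DMSO low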
Mdm2 MdmX PPI – inhibitors of human Mdm2-MdmX association, primary screen, cell-based, luminescence, split luciferase, SaOS-2, uHTS | Protein Mdm4 (Homo sapiens) + E3 ubiquitin-protein ligase Mdm2 (Homo sapiens), … | SaOS-2 split-luciferase Mdm2/MdmX complementation | inhibition, % at 8 µM | 330,000 tested, 3% active;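 active = inhibition of at least 50% at 8 µM in the primary screen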
Target sequence (O15151 whole entry, looked up): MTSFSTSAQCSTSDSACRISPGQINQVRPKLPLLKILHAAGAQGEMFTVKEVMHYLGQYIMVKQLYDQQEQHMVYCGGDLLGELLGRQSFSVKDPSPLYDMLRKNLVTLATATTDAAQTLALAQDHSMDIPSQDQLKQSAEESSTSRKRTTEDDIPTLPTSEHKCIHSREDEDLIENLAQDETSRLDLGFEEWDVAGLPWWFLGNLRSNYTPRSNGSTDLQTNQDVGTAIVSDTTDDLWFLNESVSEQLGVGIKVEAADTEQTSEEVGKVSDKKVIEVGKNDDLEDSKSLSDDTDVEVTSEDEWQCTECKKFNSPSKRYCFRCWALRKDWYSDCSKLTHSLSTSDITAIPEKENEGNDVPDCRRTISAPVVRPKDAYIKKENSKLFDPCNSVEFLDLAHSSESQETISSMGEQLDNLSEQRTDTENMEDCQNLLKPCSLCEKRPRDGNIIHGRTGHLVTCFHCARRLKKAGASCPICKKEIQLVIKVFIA
Target sequence (Q00987 whole entry, looked up): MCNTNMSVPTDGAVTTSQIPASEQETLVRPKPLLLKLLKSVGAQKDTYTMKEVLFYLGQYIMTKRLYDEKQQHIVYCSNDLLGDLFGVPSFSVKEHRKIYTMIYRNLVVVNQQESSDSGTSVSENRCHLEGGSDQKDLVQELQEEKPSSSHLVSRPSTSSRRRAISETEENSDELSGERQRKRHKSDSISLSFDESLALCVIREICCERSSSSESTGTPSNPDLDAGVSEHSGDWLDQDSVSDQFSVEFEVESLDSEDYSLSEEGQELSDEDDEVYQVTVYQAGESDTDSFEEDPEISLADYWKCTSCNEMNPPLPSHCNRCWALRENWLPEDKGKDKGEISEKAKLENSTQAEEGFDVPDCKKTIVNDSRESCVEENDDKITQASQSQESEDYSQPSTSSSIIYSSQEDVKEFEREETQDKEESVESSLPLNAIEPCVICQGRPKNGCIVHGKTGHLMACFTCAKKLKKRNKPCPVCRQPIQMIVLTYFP
NR3A LBD binder – binders of NR3A ligand-binding domain, primary screen, biophysical, differential scanning fluorimetry, uHTS; Glutamate receptor ionotropic, NMDA 3A (GRIN3A) ligand-binding domain; NR3A LBD differential scanning fluorimetry, Tm shift; 0% = protein alone, 100% = glycine-bound protein; Tm shift relative to glycine control, % at 25 µM; 340,000 tested, 2.5% active;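 active = melting temperature shift of at least 10% of the positive control shift, at one fixed dose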
TIM10 inh – growth inhibitors of isogenic TIM10 control yeast, primary screen, counter-screen for tim10-1 yeast inhibitor project, luminescence, uHTS; S. cerevisiae TIM10 strain growth, BacTiter-Glo luminescence, 24 h; inhibition, % at 10 µM; 330,000 tested, 1.4% active; AID 463195, 2010;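 active = inhibition of 40% or more at the single tested concentration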;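 also: wild-type TIM10 isogenic control strain grown at permissive 25 °C; 0% = DMSO yeast wells and 100% = minimal medium wells without yeast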
UPR CHOP act – activators of apoptotic CHOP UPR arm, primary screen, cell-based, CHO-CHOP luciferase reporter, luminescence, uHTS; UPR activation; percent of tunicamycin response over DMSO baseline; activation, % at 10 µM; 330,000 tested, 0.34% active; AID 449763, 2010;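 active = at 10 µM dose, activation of 40% or more, normalized to positive control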;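 also: 100% = tunicamycin at 10 µg/mL and 0% = DMSO alone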
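Assay system: CHO-CHOP cells, stable luciferase reporter of PERK-eIF2a-CHOP signalling / Buffer or medium: F12 plus 10% serum / Compound dosing: one dose, 10 µM in 0.5% DMSO / Times: 6 h compound treatment, 37 °C / Technique: luciferase luminescence / Read-out: % reporter activation, DMSO baseline versus tunicamycin full activation / Benchmarks: tunicamycin and DMSO controls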
tim10-1 inh – growth inhibitors of tim10-1 mutant yeast, primary screen, luminescence, uHTS. S. cerevisiae tim10-1 ts strain growth, BacTiter-Glo, 24 h. inhibition, % at 20 µM. 330,000 tested, 2.2% active. AID 463190, 2010;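 active = inhibition of at least 40%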;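 also: mutant grown at 25 °C; 0% = DMSO wells with yeast and 100% = wells holding no yeast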
The depositor's hits bear a star.

Values run as follows: APJ ag | tim23-1 inh | NLRP3 yeast inh | UPR XBP1 act | Mdm2 MdmX PPI | NR3A LBD binder | TIM10 inh | UPR CHOP act | tim10-1 inh
1. COc1ccc(S(=O)(=O)N2CCCCCC2)cc1C(=O)N(C)CC(=O)Nc1c(Cl)cccc1Cl
    2 | 11 | 16 | 0 | 4 | 4 | 3 | 0.2 | 14
2. COc1ccc(-n2c(=O)c3ccccc3n(CC(=O)NC3CCCC3)c2=O)c(OC)c1
    -3 | -1 | -2 | -3 | 5 | -2 | 4 | -2.0 | 4
3. Nc1nc(N2CCOCC2)cc(=O)[nH]1
    -3 | 5 | 13 | -3 | 17 | 1 | 0 | 1.3 | -2
4. CCOc1ccccc1N1CCN(C(=O)c2cc3c(C)cc(C)cc3[nH]2)CC1
    -2 | 45 | 24 | -6 | 21 | -1 | 32 | 1.5 | 31
5. COc1cc(OC)cc(C(=O)Nc2cccc(N3CCCC3)c2)c1
    2 | 14 | 8 | -6 | -21 | -22 | 8 | 0.7 | 12
6. CC(C)(C)C(=O)Nc1nnc(SCC(=O)NCc2cccs2)s1
    -2 | 0 | 7 | -2 | 11 | -2 | 3 | 4.1 | 4
7. O=C(Nc1cc2c(cc1Br)OCCO2)c1cccs1
    -2 | 17 | 25 | 4 | -83 | 1 | 7 | 2.3 | -5
8. Cc1nc2ccc(NC(=O)c3cccs3)cc2s1
    9 | 48 | 65* | 0 | -56 | -6 | 46* | 3.5 | 18
9. Cc1ccsc1-c1nc(CN(C)C(C2CC2)C2CC2)c(C)o1
    -2 | 6 | 5 | -1 | -13 | 1 | 19 | -0.5 | 12
10. O=C(O)CSCC(=O)NCc1csc2ccc(Cl)cc12
    -7 | 3 | 2 | -3 | 7 | 2 | -2 | 0.5 | -15
11. Cc1cc(Cl)ccc1OCC(=O)NCCCCc1ccccc1
    -6 | 13 | 16 | -2 | 5 | -21 | 14 | 1.0 | -6
12. CCCCOc1[nH]c2nc(-c3ccco3)n(Cc3ccco3)c(=N)c2c1C#N
    0 | 9 | 8 | -1 | 11 | -4 | -20 | 1.2 | 9
13. O=c1cccccc1NN=C1CCCCCC1
    0 | 13 | -1 | 11 | -14 | 0 | 15 | 13 | 18
14. Nc1cc(N)nc(SCC(=O)NCCC2=CCCCC2)n1
    10 | 4 | 20 | 0 | -8 | 2 | 4 | -0.3 | -12
15. COc1ccc(CNC(=O)CCNS(=O)(=O)c2cc(Br)cnc2N)cc1
    2 | 12 | 2 | -3 | 32 | 2 | -2 | -2.2 | -17
16. Cc1[nH]n(-c2ccccc2)c(=O)c1C(c1ccc(C(=O)O)cc1)c1c(C)[nH]n(-c2ccccc2)c1=O
    -4 | 24 | 6 | 0 | -3 | -5 | 14 | 0.2 | 8
17. Cc1ccc(C(=O)Nc2ccc(S(=O)(=O)N3CCOCC3)cc2)cc1C
    -1 | 35 | 20 | -6 | 22 | 22* | 29 | 7.4 | 41*
18. Cc1c(C)[n+](=O)c(-c2ccco2)c(C)n1[O-]
    -2 | 11 | 4 | -2 | -17 | -1 | 8 | 1.2 | -5
19. O=C(Nc1ccccc1Oc1cccnc1)C1CCCN(Cc2cccc(Cl)c2)C1 (stereo not drawn)
    -4 | 9 | 2 | -1 | 9 | 0 | 14 | -0.9 | 14
20. O=C(CN1C(=O)CSc2ccc(S(=O)(=O)N3CCCCC3)cc21)NCc1ccccc1
    -3 | -1 | 16 | 0 | 15 | -2 | 3 | -0.3 | 6

Part of the list above, in markdown.
| # | molecule | APJ ag | tim23-1 inh | NLRP3 yeast inh | UPR XBP1 act | Mdm2 MdmX PPI | NR3A LBD binder | TIM10 inh | UPR CHOP act | tim10-1 inh |
| --- | --- | --- | --- | --- | --- | --- | --- | --- | --- | --- |
| 15 | COc1ccc(CNC(=O)CCNS(=O)(=O)c2cc(Br)cnc2N)cc1 | 2 | 12 | 2 | -3 | 32 | 2 | -2 | -2.2 | -17 |
| 13 | O=c1cccccc1NN=C1CCCCCC1 | 0 | 13 | -1 | 11 | -14 | 0 | 15 | 13 | 18 |

(next part)
Values run as follows: APJ ag | tim23-1 inh | NLRP3 yeast inh | UPR XBP1 act | Mdm2 MdmX PPI | NR3A LBD binder | TIM10 inh | UPR CHOP act | tim10-1 inh
21. COc1cc(C2C(C(=O)C(C)(C)C)=C(O)C(=O)N2Cc2ccccc2)ccc1O (stereo not drawn)
    -2 | 4 | 10 | -5 | 13 | -1 | -4 | 2.1 | 8
22. O=C(COC(=O)c1cc(-c2cccs2)nc2ccccc12)NCc1ccco1
    0 | 10 | 0 | 0 | 7 | -3 | 19 | -0.6 | 30
23. Cc1ccc(CS(=O)(=O)CCC(=O)NCc2ccc(F)cc2)cc1
    6 | 0 | 5 | -2 | 20 | -1 | 13 | 1.1 | -6
24. Cc1ccnc2nc(C(=O)OCC(=O)N(Cc3ccccc3)C(C)C)nn12
    -1 | -1 | 4 | 0 | -16 | -3 | 4 | 1.1 | -12
25. CCOC(=O)c1nn(-c2ccc(Cl)cc2)cc1O
    -4 | -17 | 4 | 0 | -65 | 0 | -27 | 4.6 | -18
26. CCOC(=O)N1CCC(N2CCCC(C(=O)c3cc(C)c(OC)c(C)c3)C2)CC1 (stereo not drawn)
    -1 | -23 | 15 | -2 | -3 | 2 | 11 | 1.6 | -13
27. Cc1cc(Cl)ccc1OCC(=O)NCCCn1ccnc1
    1 | 12 | -6 | -1 | -22 | -5 | -1 | 0.1 | 10
28. CCCc1cc(-c2n[nH]c(=S)n2C(C)c2ccccc2)cs1 (stereo not drawn)
    -1 | 45 | 11 | 1 | -5 | 1 | 14 | 0.3 | 48*
29. Nc1c(N(CCCO)C(=O)C2CCCCC2)c(=O)[nH]c(=O)n1Cc1ccccc1
    1 | 13 | 6 | -4 | 3 | 0 | 2 | 2.0 | -4
30. Cc1ccc(NC(=O)COC(=O)c2cccc3c2C(=O)c2ccccc2C3=O)c(C)c1
    2 | 11 | 22 | 7 | 37 | -6 | 36 | 0.6 | 23
31. Cc1c(N=Cc2nc3ccccc3[nH]2)c(=O)n(-c2ccccc2)n1C
    0 | 20 | -1 | 10 | 9 | -1 | 11 | 2.4 | -24
32. Cc1ccc(OCCCCNC(C)(C)C)c([N+](=O)[O-])c1
    -2 | 11 | 10 | 1 | 9 | -3 | 1 | 3.4 | -13
33. Cc1ccc(OCC(O)CNS(=O)(=O)c2ccccc2C(=O)N2CCCCC2)cc1 (stereo not drawn)
    -6 | 25 | 12 | 0 | -5 | 3 | 21 | -2.2 | 22
34. Cc1ccc(Cc2cc(-c3ccc(C)cc3)n[nH]c2=O)cc1
    -4 | 34 | 10 | 2 | -8 | -2 | 12 | 0.4 | -14
35. CC(C)CC(NC(=O)OC(C)(C)C)c1cn([C@@H](CCCCNC(=O)OC(C)(C)C)C(=O)N2CCN(C(=O)OC(C)(C)C)CC2)nn1 (stereo partly drawn)
    0 | 11 | 18 | -1 | 26 | -3 | 3 | 0.6 | -1
36. COc1cc(C(=O)NNC(=O)CN2C(=O)NC(C)(c3ccc(C)cc3)C2=O)cc(OC)c1OC (stereo not drawn)
    -2 | 4 | 4 | 0 | -25 | 0 | 5 | 0.1 | -4
37. Cc1cccc(OCC(=O)NNC(=O)CCN2CCN(c3ccccc3)CC2)c1C
    -3 | -2 | 12 | -4 | 6 | 0 | -12 | 0.2 | -6
38. O=C(Cn1cnc2cc([N+](=O)[O-])ccc2c1=O)Nc1ccccc1-c1ccccc1
    10 | -17 | 4 | -1 | 36 | -2 | -24 | 0.0 | -9
39. COc1cc(OC)cc(C(=O)Nc2c(C)nn(-c3ccccc3)c2C)c1
    0 | 15 | 10 | -2 | 11 | -2 | 7 | -1.8 | 4
40. CCn1cnnc1SCC(=O)c1c(N)n(C2CC2)c(=O)[nH]c1=O
    0 | -6 | 16 | -1 | -23 | 0 | -2 | -0.3 | -9
41. CCOc1nc2cnccc2n(CC(=O)Nc2cccc(C)c2C)c1=O
    -5 | 3 | 4 | -2 | 5 | 0 | 8 | -1.1 | -10
42. Cc1nn(C)c(Cl)c1CN1CCN(C2CCCC2)C(CCO)C1 (stereo not drawn)
    0 | 13 | -13 | -3 | 12 | 1 | -30 | 0.5 | 6
43. O=C(Nc1ccc(Cl)cc1C(=O)NCc1cccnc1)c1ccc(Cl)cc1Cl
    0 | 29 | 12 | 0 | 20 | -2 | 27 | 0.5 | 28
44. CCOC(=O)c1ccc(NC(=O)CCc2ccc(CC)o2)cc1
    0 | 37 | 7 | -1 | 2 | -9 | 9 | 1.1 | 23
45. COc1ccc(C2C3=C(CCCC3=O)Nc3nc(SCc4ccccc4)nn32)cc1OC (stereo not drawn)
    1 | 7 | 0 | 0 | 17 | 0 | 11 | -0.8 | 1
46. O=C(N/N=C/c1ccc(F)c(F)c1)c1cccc(S(=O)(=O)N2CCCCC2)c1
    -1 | -9 | 8 | -1 | -19 | -10 | 3 | -0.4 | -16
47. Cc1cccc(-c2ncc(CN3CCCC(CO)(Cc4cccc(Cl)c4)C3)cn2)c1 (stereo not drawn)
    -2 | 9 | 8 | 2 | 23 | -3 | 5 | 0.5 | -10
48. CCN(CC)S(=O)(=O)c1csc(C(=O)NC2CCCCC2)c1
    3 | 96* | 1 | 2 | 8 | 0 | -15 | 0.9 | -3
49. Cc1c(C(=O)Nc2ccc3c(c2)OCO3)sc2nc(-c3ccccc3)cn12
    10 | -2 | 15 | -3 | 12 | 27* | -2 | 5.1 | 2
50. Cn1nnnc1SCC(=O)Nc1ccc(Cl)cn1
    5 | -3 | 14 | -3 | -37 | 1 | 2 | 0.2 | 0
51. CCOc1ccc(N2CC(O)=C(c3ccccc3)C2=N)cc1
    -3 | -8 | 13 | -1 | 28 | 0 | 5 | 2.0 | -5
52. COc1ccc(N2C(=NC(C)=O)SC3CS(=O)(=O)CC32)cc1OC (stereo not drawn)
    2 | 1 | 10 | -1 | 9 | 4 | -2 | 0.0 | -14
53. O=C(NC(=S)N1CCCC1)c1ccccc1
    2 | -3 | 13 | -5 | 3 | 0 | -6 | 1.1 | -14
54. CCCNC(=S)N1CCN(c2nc(C)nc3sc4c(c23)CCCC4)CC1
    -4 | 26 | 16 | -4 | 14 | -3 | 32 | -1.3 | 43*
55. S=C(NCc1ccccn1)Nc1ccccc1
    -1 | -7 | 7 | 4 | -24 | -1 | -5 | -0.1 | 18
56. Cc1cc(C(F)(F)F)nn1CC(=O)NNC(=S)Nc1ccc(Cl)cc1
    -5 | 0 | 15 | 3 | 13 | -1 | -1 | -0.5 | 25
57. NC(=O)N(CCC(=O)O)c1ccccc1
    -2 | 7 | 9 | -1 | 13 | 2 | 5 | -1.4 | -6

Screening data deposited in PubChem BioAssay by Sanford-Burnham Center for Chemical Genomics.
